Screening results from PubChem BioAssay.
VIM-2 inh = blocks Pseudomonas aeruginosa VIM-2 metallo-beta-lactamase. purified VIM-2, nitrocefin hydrolysis, epi-absorbance fluorescence. inhibition, % at 5.6 µM. 0.89% of 290,000 active. AID 1527;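 active means inhibition above the mean of all tested compounds plus 3 SD, cutoff set per screening run, cut at about 7.5% in these data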;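 further: red hydrolysis product quenches plate fluorescence so inhibitors raise well fluorescence; 0% = enzyme with DMSO and 100% = DMSO without enzyme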
DNA FID counter = displaces DNA intercalator in HCV helicase counter-screen; DNA fluorescent intercalator displacement, fluorescence; inhibition, % at 7.9 µM; 0.17% of 290,000 active; in the data active means inhibition above about 37%;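 further: 0% = vehicle and 100% = reference compound; higher means more ethidium bromide displaced from hairpin DNA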
SUMO HTRF inh = SUMOylation inhibition; P63279; HTRF SUMOylation assay, SAE1/SAE2 + UBC9, in vitro; inhibition, % at 35 µM; 0.36% of 290,000 active; in the data active means inhibition above about 50%, passing the limit was not always enough; further: strong numbers were not always called active
PHOSPHO1 block = PHOSPHO1 (human) inhibition; Q8TCT1; recombinant PHOSPHO1, absorbance phosphatase assay; inhibition, % at 13.3 µM; 1.1% of 290,000 active; AID 1565; in the data active means inhibition above about 60%
IMP-1 inh = blocks Pseudomonas aeruginosa IMP-1 metallo-beta-lactamase | purified IMP-1, nitrocefin hydrolysis, epi-absorbance fluorescence | inhibition, % at 5.6 µM | 0.45% of 290,000 active;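 active means inhibition above the mean plus 3 SD of all compounds in the same screening run, cut at about 4.5% in these data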;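 further: 0% = IMP-1 with DMSO and 100% = DMSO wells lacking enzyme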
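assay system = purified recombinant IMP-1 metallo-beta-lactamase enzyme | schedule = 15 min preincubation plus 25 min reaction at 25 °C | signal = Epi-absorbance fluorescence, 480 nm excitation, 530 nm emission | read-out basis = percent inhibition from optical density relative to buffer-blank wells | controls = IMP-1 with DMSO as 0%, enzyme-free DMSO as 100%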
pCIP destab = lowers stability of the mouse p/CIP coactivator protein; Q05BA5; F442A p/CIP-EGFP cells, EGFP fluorescence, 16 h; decrease of EGFP signal, % at 10 µM; 0.01% of 290,000 active;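 active means EGFP signal decrease of at least 30% at 10 µM or well 3 SD below plate mean, unless failing retest; inactive means the rest, including hits failing retest or dose response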; further: some compounds called inactive have numbers as strong as hits; many of its hits are not listed in these tables
MEKK3 PB1 HTS = MEKK3-MEK5 PB1 interaction, increase or decrease; Q99759; bead-based flow cytometry, Alexa488-MEK5 binding to MEKK3; actives lie on both sides; 0 = blocked by unlabeled MEK5, 100 = vehicle; binding response (% of control), % at 10 µM; 1.4% of 290,000 active;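 active means binding response more than 3 SD above or below the average of its plate-row segment, actives on both sides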;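 further: Alexa488 bead fluorescence after subtracting the streptavidin-only scavenger bead signal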
IDE act = activators of human insulin-degrading enzyme in cells; P14735; HEK cells, FAbeta-B cleavage, fluorescence polarization; 0% vehicle, 100% cell-free pure enzyme wells; activation, % at 5.96 µM; 0.073% of 340,000 active; AID 493087;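 active means activation above the mean of all tested compounds plus 3 SD, set per screening campaign, cut at about 17% in these data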
Target sequence (P14735 whole entry, looked up): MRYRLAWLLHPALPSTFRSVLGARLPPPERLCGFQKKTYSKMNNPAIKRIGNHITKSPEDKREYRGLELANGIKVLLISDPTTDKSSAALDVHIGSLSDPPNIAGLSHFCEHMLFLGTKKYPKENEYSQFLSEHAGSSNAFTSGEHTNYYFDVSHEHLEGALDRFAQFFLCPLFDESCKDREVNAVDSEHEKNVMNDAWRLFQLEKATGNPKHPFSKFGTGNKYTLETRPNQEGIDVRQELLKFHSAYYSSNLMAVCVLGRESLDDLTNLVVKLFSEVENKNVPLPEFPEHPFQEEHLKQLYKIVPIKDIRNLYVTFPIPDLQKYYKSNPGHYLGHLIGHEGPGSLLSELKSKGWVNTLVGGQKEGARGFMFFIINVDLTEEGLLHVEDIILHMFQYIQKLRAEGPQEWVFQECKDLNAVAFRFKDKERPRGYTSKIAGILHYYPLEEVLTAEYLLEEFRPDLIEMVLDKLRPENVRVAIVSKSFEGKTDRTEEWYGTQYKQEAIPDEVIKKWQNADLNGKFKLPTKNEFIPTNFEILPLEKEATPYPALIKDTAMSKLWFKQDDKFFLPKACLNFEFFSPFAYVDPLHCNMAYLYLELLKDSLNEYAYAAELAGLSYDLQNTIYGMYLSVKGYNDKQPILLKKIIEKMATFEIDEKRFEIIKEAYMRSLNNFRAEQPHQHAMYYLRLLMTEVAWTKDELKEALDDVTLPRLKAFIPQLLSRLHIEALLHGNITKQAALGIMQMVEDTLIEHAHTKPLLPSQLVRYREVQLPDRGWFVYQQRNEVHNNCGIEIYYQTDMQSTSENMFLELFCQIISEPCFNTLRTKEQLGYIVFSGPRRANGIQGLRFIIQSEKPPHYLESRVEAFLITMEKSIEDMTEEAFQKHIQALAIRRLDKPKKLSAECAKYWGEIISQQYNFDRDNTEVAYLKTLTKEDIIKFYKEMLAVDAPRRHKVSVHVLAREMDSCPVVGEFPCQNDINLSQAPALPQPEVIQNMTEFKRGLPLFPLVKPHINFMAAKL
NS3 helicase inh = blocks Hepatitis C virus NS3 helicase unwinding; AID 1800; 0.56% of 290,000 active; NS3 helicase DNA unwinding, Cy5 molecular beacon fluorescence; inhibition, % at 10.9 µM;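 active means inhibition above the mean of all tested compounds plus 3 SD, set per campaign, cut at about 35% in these data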;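 further: 0% = DMSO wells and 100% = thioflavine S control wells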
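Material: hepatitis C virus NS3 helicase domain fragment enzyme; measured by: Cy5 fluorescence, 0 and 60 min reads; control set: DMSO and thioflavine S; incubation: 60 min unwinding reaction at 25 °C after ATP addition; read-out basis: % inhibition from 60/0 min fluorescence ratio, DMSO 0%, thioflavine S 100%; repeats: singlicate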
The depositor's hits bear a star; nt = not tested or not shown. Not all compounds are listed; rates above refer to the full screens.

SMILES	VIM-2 inh	DNA FID counter	SUMO HTRF inh	PHOSPHO1 block	IMP-1 inh	pCIP destab	MEKK3 PB1 HTS	IDE act	NS3 helicase inh
C/C(=N\OCc1ccc(C#N)cc1)c1ccccc1	-4.0	-3	20	21	-4.5	-33	103	-3	-5
O=C(O)c1ccc(CS(=O)(=O)c2ccc(Br)cc2)cc1	0.2	-3	13	30	1.1	4	58	3	-1
Cc1ccc(-c2nc3cccnc3s2)cc1NS(=O)(=O)c1ccc2c(c1)CCCC2	0.6	-12	0	-18	-2.0	-17	122	-5	-9
CCOC(=O)c1c(CC(C)C)csc1/N=C/C1C(=O)CCCC1=O	-0.8	-10	-3	24	2.5	2	97	4	13
O=C(COC(=O)c1ccc(S(=O)(=O)N2CCCCC2)cc1)NCc1ccco1	-0.7	-13	10	24	-2.1	-3	98	0	-8
CN(C)CCC(=O)c1ccc(Cl)cc1	-2.7	-1	29	24	-0.4	-6	110	1	-1
CC(C)N(CCn1c(=S)[nH]c2ccccc2c1=O)C(C)C	-3.3	0	5	38	-2.4	2	94	-3	4
CSc1nc(N2CCOCC2)c2sccc2n1	8.1*	-2	26	33	-1.3	-1	101	-1	-2
Cc1ccccc1-c1nnc(SCC(=O)N2CCCC2)o1	-4.7	-21	6	12	-4.0	-3	102	6	7
Cc1ccc2c(c1)/C(=N/N1C(=O)c3ccccc3C1=O)C(=O)N2	-3.0	-2	-8	16	-2.5	-10	109	2	-11
Cc1csc(Nc2cccc3ccccc23)n1	2.9	1	11	-12	-2.3	4	89	5	-13
O=C1C2C(c3ccccc3)C=CC(c3ccccc3)C2C(=O)N1CCCO (stereo unspecified)	-1.3	-32	7	5	-3.3	-1	104	1	4
C=C(C)c1cccc(C(C)(C)NC(=O)N2CCN(c3ncccn3)CC2)c1	0.2	-30	nt	nt	-0.1	nt	103	-4	9
Cn1c(=O)c(=O)n(C)c2cc(S(=O)(=O)N3CCCC3C(=O)NCc3ccco3)ccc21 (stereo unspecified)	1.2	2	20	33	-0.9	-12	105	4	2
CCN1CCN(C(=O)Cn2ncc3c2-c2ccccc2OC3)CC1	-0.5	1	4	4	-1.8	-8	97	7	-1
O=C(O)Cc1ccc(NC(=O)COc2ccc3ccccc3c2)cc1	-0.9	-47	7	28	-1.6	-6	102	7	8
CCN1C(=O)C(=O)N(Cc2ccc(OC)c(F)c2)C1=O	-1.4	-1	2	15	-4.5	-13	102	4	-26
Cc1cc(C(C)(C)C)oc1C(=O)NCCCNC(=O)c1oc(C(C)(C)C)cc1C	-1.6	-4	3	2	-1.6	15	109	2	-3
COc1c(F)c(F)c(C(=O)Nc2ccc(N3CCN(C(C)=O)CC3)c(Cl)c2)c(F)c1F	-5.1	-17	-7	-1	-0.4	6	105	-3	-8
COc1ccc(C(=O)O)cc1S(=O)(=O)Nc1ccccc1-c1ccccc1	-1.0	-24	15	31	-3.5	-18	105	4	7
O=C1c2cccnc2C(Nc2ccc(S(=O)(=O)N3CCCCCC3)cc2)N1Cc1ccccc1 (stereo unspecified)	-0.7	-7	5	30	-2.1	-12	101	-9	-3
CC1(C)CC(NC(=O)C(C)(C)Oc2ccc(Cl)cc2)CC(C)(C)N1	-1.0	11	-5	40	-3.6	-8	103	3	6
N#CC1=C(N)Oc2c(oc(CO)cc2=O)C1c1ccsc1 (stereo unspecified)	-0.8	0	6	9	-0.9	3	101	-2	-1
COc1ccc(NC(=O)c2cnn(-c3ccccc3)c2C)c(OC)c1	-1.0	-25	17	19	-2.8	-4	108	6	6
Cc1cc(C)cc(N=Cc2ccc([N+](=O)[O-])s2)c1	-2.8	3	29	-13	-0.7	-16	101	4	14
CC(C)CC(=O)Nc1nnc(SCC(=O)Nc2ccc3c(c2)OCO3)s1	-3.6	-1	-7	-5	-2.8	6	100	2	7
Oc1cccc(Nc2c3ccccc3nc3ccccc23)c1	11*	42*	2	61*	-4.2	-19	108	0	26
Cc1onc(-c2ccccc2)c1-c1n[nH]c(=S)n1-c1ccccc1	-3.0	-5	nt	nt	-3.5	nt	103	-3	-5
Cc1cc(CNC(=O)c2cc(Br)ccc2Cl)nn1C	-1.3	2	-3	-14	-1.8	-5	102	9	0
COc1ccc2c(CC(=O)Nc3ccccc3N3CCOCC3)coc2c1	-0.2	-26	23	33	2.6	-3	62	0	-6

Single records (already shown):
`C=C(C)c1cccc(C(C)(C)NC(=O)N2CCN(c3ncccn3)CC2)c1` is listed as VIM-2 inh = 0.2; DNA FID counter = -30; SUMO HTRF inh = nt; PHOSPHO1 block = nt; IMP-1 inh = -0.1; pCIP destab = nt; MEKK3 PB1 HTS = 103; IDE act = -4; NS3 helicase inh = 9
`CC(C)N(CCn1c(=S)[nH]c2ccccc2c1=O)C(C)C` is listed as VIM-2 inh = -3.3; DNA FID counter = 0; SUMO HTRF inh = 5; PHOSPHO1 block = 38; IMP-1 inh = -2.4; pCIP destab = 2; MEKK3 PB1 HTS = 94; IDE act = -3; NS3 helicase inh = 4

The main list resumes with the two entries that preceded the break.
SMILES	VIM-2 inh	DNA FID counter	SUMO HTRF inh	PHOSPHO1 block	IMP-1 inh	pCIP destab	MEKK3 PB1 HTS	IDE act	NS3 helicase inh
Cc1cc(CNC(=O)c2cc(Br)ccc2Cl)nn1C	-1.3	2	-3	-14	-1.8	-5	102	9	0
COc1ccc2c(CC(=O)Nc3ccccc3N3CCOCC3)coc2c1	-0.2	-26	23	33	2.6	-3	62	0	-6
O=C(Cn1c(C(=O)N2CCc3ccccc3C2)cc2sccc21)c1ccccc1	-1.7	-17	-8	15	0.4	2	85	0	-14
O=C1Cc2cc(S(=O)(=O)Nc3ccccc3Cl)cc3c2N1CCC3	-2.0	-9	nt	53	-1.8	-19	98	0	1
Cc1cc(C)c(Nc2cc(S(=O)(=O)O)c(N)c3c2C(=O)c2ccccc2C3=O)c(C)c1	0.6	44*	45	-6	-4.3	-6	94	14	24
CCCCn1c(SCC(=O)N2CCCC2)nnc1-c1ccccc1	-5.1	-25	15	13	-1.4	-4	97	3	4
CCOC(=O)N1CCN(S(=O)(=O)N2CCCC(C(=O)NCCCN3CCCCC3CC)C2)CC1 (stereo unspecified)	0.5	-2	nt	36	-1.6	4	104	4	-1
Cc1nnc(NC2CCCCC2)[nH]c1=O	-1.5	-3	9	-3	-2.4	-3	84	1	0
COc1ccccc1N1CCN(C(=O)CSc2nnc3c4ccccc4nc(Cc4ccccc4)n23)CC1	-1.4	-3	-12	-1	-0.8	0	97	nt	1
C/C(CC(=O)Nc1cccc(Cl)c1Cl)=N\NC(=O)c1ccccc1N	-3.7	4	1	41	-2.2	2	104	1	3
O=C(c1cn(-c2ccccc2)nc1-c1ccc(Cl)s1)N1CCOCC1	0.5	-25	-10	0	-0.5	-3	99	3	-16
Cc1ccc(NC(=O)C2CCCN(C(=O)c3ccc(Cl)cc3)C2)cc1S(=O)(=O)N1CCOCC1 (stereo unspecified)	-1.6	-33	5	32	-1.4	-16	104	1	-6
COc1ccc(Cl)cc1NC(=O)NNC(=O)c1ccccn1	-6.4	-18	-6	8	-5.4	-4	94	3	-7
CN(CCc1ccccc1)C(=O)CCc1nnc(Cc2ccc3c(c2)OCO3)o1	-0.4	-57	-7	-18	-3.3	-1	99	0	-1
COC(=O)c1ccc(/C=C/c2c(-c3ccsc3)sc3ccccc23)cc1	0.5	-10	-6	10	-3.2	3	98	-6	15
COCCn1c(SCC(=O)Nc2ccc(C(N)=O)cc2)nc2c([nH]c3ccccc32)c1=O	-1.2	-6	14	24	0.1	0	102	2	-3
COc1ccc2cc(C(=O)CS(=O)(=O)c3ccccc3)c(=O)oc2c1	-2.0	-5	18	7	-1.6	-14	99	2	5

Individual results from the results shown:
SUMO HTRF inh with `O=C(COC(=O)c1ccc(S(=O)(=O)N2CCCCC2)cc1)NCc1ccco1` stands at 10
MEKK3 PB1 HTS with `COc1ccc(NC(=O)c2cnn(-c3ccccc3)c2C)c(OC)c1` stands at 108

More structures
SMILES	VIM-2 inh	DNA FID counter	SUMO HTRF inh	PHOSPHO1 block	IMP-1 inh	pCIP destab	MEKK3 PB1 HTS	IDE act	NS3 helicase inh
O=C(NNS(=O)(=O)c1ccccc1[N+](=O)[O-])c1ccc(O)cc1	-3.0	2	-12	8	-1.4	-10	100	1	2
CC(/C=N/NC(=O)CNc1n[nH]c(=O)[nH]c1=O)c1ccccc1 (stereo unspecified)	-4.4	-8	6	-5	-2.0	-5	97	-2	1
Cc1ccccc1Nc1nc(N)nc(CN2CCN(C(=O)c3ccccc3)CC2)n1	-3.0	-27	-2	17	-2.8	-11	101	9	13
CCOC(=O)C1CCCCN1Cc1cccc(OC)c1OC (stereo unspecified)	-2.0	0	0	12	-0.1	2	102	0	-1
O=C(O)c1ccccc1C(=O)Nc1ccc(Br)c(C(F)(F)F)c1	-1.1	4	8	6	-2.0	-13	101	0	-6
O=C(c1ccccc1)N1CCCN(c2nccc(C(F)(F)F)n2)CC1	-3.0	-24	4	46	1.3	-10	102	1	6
CN1CCN(C2=CC(=O)OC23CCCCC3)CC1	-1.9	-2	6	8	-2.4	-5	97	5	0
Cc1cc(NC(=O)CSc2nc3c(C)ccc(C)c3cc2C#N)no1	-2.7	-4	12	4	-1.7	3	101	-1	12

Five of the entries above in order of their number in IDE act, descending:
SMILES	VIM-2 inh	SUMO HTRF inh	PHOSPHO1 block	IMP-1 inh	pCIP destab	MEKK3 PB1 HTS	IDE act	NS3 helicase inh
CN1CCN(C2=CC(=O)OC23CCCCC3)CC1	-1.9	6	8	-2.4	-5	97	5	0
O=C(c1ccccc1)N1CCCN(c2nccc(C(F)(F)F)n2)CC1	-3.0	4	46	1.3	-10	102	1	6
O=C(O)c1ccccc1C(=O)Nc1ccc(Br)c(C(F)(F)F)c1	-1.1	8	6	-2.0	-13	101	0	-6
Cc1cc(NC(=O)CSc2nc3c(C)ccc(C)c3cc2C#N)no1	-2.7	12	4	-1.7	3	101	-1	12
CC(/C=N/NC(=O)CNc1n[nH]c(=O)[nH]c1=O)c1ccccc1 (stereo unspecified)	-4.4	6	-5	-2.0	-5	97	-2	1
